Screens deposited in PubChem BioAssay by several laboratories.
TNAP act hi DEA = increases human TNAP activity under high phosphate acceptor concentration | 200,000 tested, under 10 active | activation factor at 20 µM | purified TNAP, CDP-star luminescence, 1 M DEA, 30 min; active compounds read high; 0 = EDTA background, 1 = DMSO-only activity | AID 1136 | P05186;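 active = activation factor at least 2 at 20 µM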
Target sequence (P05186 whole entry, looked up): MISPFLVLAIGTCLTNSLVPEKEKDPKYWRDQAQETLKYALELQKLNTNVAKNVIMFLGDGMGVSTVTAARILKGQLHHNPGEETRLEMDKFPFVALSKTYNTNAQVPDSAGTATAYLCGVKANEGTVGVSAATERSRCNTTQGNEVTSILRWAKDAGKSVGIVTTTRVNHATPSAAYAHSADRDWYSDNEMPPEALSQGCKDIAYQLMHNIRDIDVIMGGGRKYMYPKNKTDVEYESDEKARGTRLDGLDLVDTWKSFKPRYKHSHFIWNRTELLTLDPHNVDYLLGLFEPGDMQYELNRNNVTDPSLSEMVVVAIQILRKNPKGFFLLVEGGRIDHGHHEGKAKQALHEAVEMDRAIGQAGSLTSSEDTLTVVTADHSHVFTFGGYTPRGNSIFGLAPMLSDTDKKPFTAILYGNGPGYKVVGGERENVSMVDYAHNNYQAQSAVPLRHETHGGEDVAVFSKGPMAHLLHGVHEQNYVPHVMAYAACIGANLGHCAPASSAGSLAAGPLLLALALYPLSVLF
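Dosing: 20 µM single point. System: human TNAP. Amount: TNAP 1/800 final. Incubation: 30 min, room temperature. Read-out: TNAP activation factor scaled between EDTA and DMSO control wells. Signal: luminescence from CDP-star hydrolysis. Medium: 1 M DEA, pH 9.8, Mg2+, Zn2+. Control set: EDTA negative control, DMSO positive control.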
FLuc inh counter = Photinus pyralis luciferase inhibition counter-screen | P08659 | ATPLite firefly luciferase biochemical luminescence, 10 min | inhibition, % at 10 µM | hit rate 1.5% among 200,000;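 active = inhibition above about 50% when tested at 10 µM, limit read from the data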
Target sequence (P08659 whole entry, looked up): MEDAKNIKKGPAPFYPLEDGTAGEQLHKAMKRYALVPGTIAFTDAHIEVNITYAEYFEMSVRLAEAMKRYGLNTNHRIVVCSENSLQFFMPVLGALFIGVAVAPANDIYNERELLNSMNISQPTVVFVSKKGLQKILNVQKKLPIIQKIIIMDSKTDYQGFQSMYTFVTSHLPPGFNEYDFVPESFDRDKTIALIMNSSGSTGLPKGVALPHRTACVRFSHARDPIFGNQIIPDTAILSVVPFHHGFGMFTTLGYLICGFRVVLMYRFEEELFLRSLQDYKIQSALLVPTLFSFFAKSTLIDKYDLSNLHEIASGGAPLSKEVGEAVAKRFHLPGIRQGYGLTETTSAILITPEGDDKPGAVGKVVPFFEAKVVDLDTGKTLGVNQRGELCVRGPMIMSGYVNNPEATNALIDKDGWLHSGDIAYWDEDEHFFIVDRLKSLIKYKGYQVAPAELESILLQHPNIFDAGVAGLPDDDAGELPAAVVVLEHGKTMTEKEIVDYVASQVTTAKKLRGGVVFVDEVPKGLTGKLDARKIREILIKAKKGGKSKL
TNAP inh noacc = blocks human TNAP activity with no phosphate acceptor present. P05186. purified TNAP, CDP-star luminescence, 30 min. inhibition, % at 20 µM. hit rate 0.26% among 200,000;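 active = tissue-nonspecific alkaline phosphatase inhibition above about 50% at 20 µM in the single-dose screen, limit read from the data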;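 also: 0% = DMSO negative control and 100% = EDTA positive control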
PMI act = activators of human phosphomannose isomerase; P34949; purified human PMI, coupled resazurin fluorescence, 20 min; active compounds read high; 1 = vehicle control, 0 substrate-free wells; activation factor at 20 µM; hit rate 0.005% among 190,000;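 active = activation factor of 2 or more at 20 µM, relative to plate controls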
APP 5'UTR act = activates APP 5'UTR luciferase reporter. activation, % at 2 µM. hit rate 1% among 190,000. SH-SY5Y APP 5'UTR luciferase reporter, luminescence; zero percent = DMSO vehicle wells;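 active = activation above a set limit, based on mean plus 3 SD of controls, cut at about 140% in these data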; also: values of inactives mirror those of a sister screen read the other way
NF-kB expr up = compounds increasing NF-kB expression in human neuronal cells; NF-kB reporter expression; active compounds read high; fold change at 12.5 µM; hit rate 1.6% among 190,000; AID 1239; in the data active = fold change above about 3.3
PMI act satM6P = increases human PMI activity with near-saturating mannose 6-phosphate. P34949. activation factor at 20 µM. hit rate 0.34% among 190,000. coupled PMI enzyme assay, resazurin fluorescence, 20 min; active compounds read high; 1 = untreated enzyme, 0 = substrate-free blank;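 active = activation factor of 2 or more at 20 µM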
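Material: human phosphomannose isomerase with PGI, G6PDH, diaphorase coupling enzymes. Quantity: 15 ng/mL PMI. Medium: HEPES pH 7.4 buffer with MgCl2 and Tween-20. Reagent: Near-saturating mannose-6-phosphate, 1.0 mM. Compound: 20 µM single dose. Times: enzyme reaction with compound 20 min at room temperature. Detection: resorufin fluorescence at Ex 544/Em 590 nm.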
TNAP inh hi DEA = inhibitors of human TNAP at high phosphate acceptor concentration; purified TNAP, CDP-star luminescence, 1 M DEA; AID 1135; inhibition, % at 20 µM; P05186; hit rate 0.03% among 200,000;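 active = over 50% inhibition of tissue-nonspecific alkaline phosphatase at 20 µM in the single-dose screen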;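 also: plate controls were DMSO wells for no effect and EDTA-quenched wells as full inhibition for full effect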
bIAP activator = increases bovine intestinal alkaline phosphatase activity; purified bovine IAP, CDP-star luminescence, 30 min; active compounds read high; fold of DMSO-control signal, blank-subtracted; activation factor at 20 µM; hit rate 0.17% among 200,000;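 active = activation factor of 2 or more at 20 µM, a signal rise over negative controls twice the positive control's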
FLuc act counter = affects firefly luciferase, flagging false hits in luciferase stimulation screens; 200,000 tested, under 10 active; AID 1027; activation factor at 10 µM; P08659; ATPlite luciferase biochemical, luminescence, 10 min; 0 = ATP-free wells, 1 = DMSO control;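 active = luciferase activation factor, scaled between plate controls, of at least 2 with compound at 10 µM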
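assay system = Luciferase/luciferin detection reagent, cell-free biochemical luciferase assay | also added = ATP substrate | times = 10 min post-reagent at room temperature | measured by = luminescence from luciferase reaction | measure = luciferase activation, seen as luminescence increase over controls | benchmarks = low control with PBS replacing ATP, high control enzyme plus ATP without compound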
An asterisk follows results filed as active; nt = not tested or not shown. Random draw from the library; 3.6% or so of the library scored in one or more.

Values run as follows: TNAP act hi DEA, FLuc inh counter, TNAP inh noacc, PMI act, APP 5'UTR act, NF-kB expr up, PMI act satM6P, TNAP inh hi DEA, bIAP activator, FLuc act counter
> O=C(OCC1O[C@@H](OC(=O)c2cc(O)c(O)c(O)c2)[C@@H](OC(=O)c2cc(O)c(O)c(O)c2)[C@@H](OC(=O)c2cc(O)c(O)c(O)c2)[C@@H]1OC(=O)c1cc(O)c(O)c(O)c1)c1cc(O)c(O)c(O)c1 (stereo not given in full)
→ 1, -1, -196, 0.4, -5, 0.87, 0.8, 3, 1.1, 1
> CCOC(=O)Cc1csc(NC(=O)c2ccc(Br)o2)n1
→ 1, 6, -10, 0.9, -10, 1.3, 0.9, -4, 1, 0.9
> O=C(NCCSc1c[nH]c2ccccc12)c1c(F)cccc1F
→ 1.1, -4, -6, 0.9, -1, 1.2, 1, -6, 0.9, 1
> CC(C)C(NC(=O)OC(C)(C)C)C(=O)N1CCCC1C(=O)NC(Cc1ccccc1)C(N)=O (stereo not given)
→ 1, -8, -10, 1.1, 4, 1.1, 1.1, -4, 1, 1.1
> COC(=O)C1(C)NC(c2cccs2)C2C(=O)N(c3ccc(F)cc3)C(=O)C21 (stereo not given)
→ 1, -4, -10, 1, 6, 1, 1.1, -5, 1, 1
> CCC(C)[C@H](N)c1cn([C@@H](Cc2cc3ccccc3[nH]2)C(=O)N2CCNCC2)nn1 (stereo not given in full)
→ 1.1, -7, -16, 1, -15, 1.2, 0.8, -9, 1, 1.1
> CC1(C)Cc2c(sc3c2c(=N)n(Cc2ccco2)c(=O)n3CC(=O)Nc2cccc(Cl)c2)CO1
→ 1.1, -2, -15, 0.9, -2, 0.5, 0.9, -6, 1.1, 1
> CC1=C(C(=O)N2CCCCC2)C2(CCC(C)CC2)OC1=O (stereo not given)
→ 1.1, -2, 5, 1, 3, 1.5, 1.1, -7, 1, 1
> Cc1cc(C2(c3ccc(O)c(C)c3)C(=O)Nc3ccccc32)ccc1O
→ 1, -2, 2, 0.8, 6, 1, 0.8, 0, 0.9, 1
> CC1=C(C)CC(C(=O)Nc2ccc(C(=O)N3CCOCC3)cc2)C(C(=O)O)C1 (stereo not given)
→ 1, 0, 2, 1, -13, 0.95, 1.1, 1, 1.2, 1
> Cn1c(C(C#N)C(=O)c2ccco2)nc2ccccc21 (stereo not given)
→ 1.1, 20, -15, 1, 27, 1.8, 1, -9, 1, 0.8
> CCCCCCCCOC1OC(CO)C(O)C(O)C1NC(C)=O (stereo not given)
→ 1, -6, -6, 1, 4, 0.88, 1, 0, 1, 1.1
> O=C1C=C(NC2=CC3OC(c4ccccc4)OCC3OC2=O)CCC1 (stereo not given)
→ 1, -9, -8, 1, -13, 0.96, 1.1, 0, 1.1, 1.1
> Cc1ccc(-n2nnnc2-c2ccccc2)cc1
→ 1, 0, -12, 1.3, -28, 1.7, 1.1, -4, 1, 1
> CNc1cc(CSC)nc(SCc2ccc(Cl)cc2Cl)n1
→ 1.1, -5, -2, 1.2, 1, 1.1, 1.3, -5, 0.8, 1.1
> COc1ccc(CC(=O)NC(CC(=O)O)c2cccc([N+](=O)[O-])c2)cc1 (stereo not given)
→ 1, 0, 4, 1, -2, 1.1, 1, -1, 1, 1
> Cc1ccc(NC(=O)CCCCCNS(=O)(=O)c2ccc(C)cc2)cc1
→ 1.1, -8, -12, 1, 16, 0.99, 1, -6, 0.8, 1.1
> CCN(CC)C(=O)Oc1ccnc2cc(Cl)ccc12
→ 1.1, -4, -8, 0.9, 7, 1.3, 1, -5, 1, 1
> CC1CCCN(C(=O)CSCC(=O)Nc2nc(-c3cccs3)cs2)C1 (stereo not given)
→ 1, -1, -8, 1, 9, 1.2, 1, 3, 1, 1
> NC(=O)Cc1nc2scc(-c3ccccc3)c2c(=O)[nH]1
→ 1, -4, -10, 0.9, 13, 1.4, 0.9, -4, 1, 1

Additional compounds:
Values run as follows: TNAP act hi DEA, FLuc inh counter, TNAP inh noacc, PMI act, APP 5'UTR act, NF-kB expr up, PMI act satM6P, TNAP inh hi DEA, bIAP activator, FLuc act counter
> CC(=O)c1cccc(N(C(=O)c2ccco2)C(C(=O)NC2CCCC2)c2ccncc2)c1 (stereo not given)
→ 1, -7, -10, 0.9, -2, 1.1, 0.9, -5, 1, 1.1
> N#C/C=C(/c1ccc(F)cc1)N1CCOCC1
→ 1, -6, -8, 0.8, 9, 1.5, 1, -4, 1, 1.1
> CC1(C)CC(Nc2ccc(C(F)(F)F)cc2[N+](=O)[O-])CC(C)(C)N1
→ 1, -7, 4, 1, 15, 0.98, 1, 4, 0.8, 1.1
> Cc1cc(NC(=O)c2ccco2)no1
→ 1, -3, -7, 1, -16, 1.3, 1, 0, 0.8, 1
> Nc1ccc2c(c1)C(=O)C(=O)c1ccccc1-2
→ 1, 6, -10, 0.4, -88, 0.11, 0.6, 2, 0.9, 0.9
> CCOc1ccc(OCC)c(-c2c(=O)n(OCc3ccccc3Br)c3ccccc3[n+]2[O-])c1
→ 1, -5, -5, 0.9, 2, 0.67, 0.9, -2, 1, 1.1
> C/C(CCN1CCCCc2nc(C)c(C)cc21)=N\O[C@@H](C)c1cn([C@H](CO)Cc2ccccc2)nn1
→ 1, -3, -7, 1.1, 0, 1, 1, -4, 0.7, 1
> COc1ccccc1/C=N/NC1=NCCCCC1
→ 1, 2, -6, 1, 3, 1.2, 1, 2, 0.9, 1
> O=C(COc1ccc(Br)cc1Cl)NC(=O)NCc1ccccc1
→ 1, -1, -1, 0.9, 4, 1.2, 0.9, -1, 0.4, 1
> CCSc1nc2ccccc2c(=O)n1Cc1ccc(F)cc1
→ 1, -8, -8, 1, -4, 0.99, 1, 1, 1.1, 1.1
> Cc1ccc(OCC(O)Cn2c(=N)n(Cc3ccccc3)c3ccccc32)cc1 (stereo not given)
→ 1.1, -2, -23, 1, -8, 1.7, 1, -10, 1.1, 1
> CCC(C)c1ccc(S(=O)(=O)N2CC(=O)Nc3ccccc32)cc1 (stereo not given)
→ 1.1, -10, -6, 0.9, 13, 1, 0.9, -8, 0.9, 1.1
> COc1ccccc1/C=C/C=N/n1c(C)nnc1C
→ 1.1, -4, -12, 1, -6, 1.2, 1.1, -5, 1.1, 1
> Cc1cccc(C)c1NC(=O)CN(C)C(=O)/C=C/c1cccs1
→ 1, 0, -9, 1.1, 1, 0.91, 1.1, -4, 0.9, 1
> COc1ccccc1N1CCN(Cc2ccco2)CC1
→ 1, 5, -8, 0.9, -8, 1.2, 1, -1, 1, 0.9
> COC(=O)C(C)NC(=O)C12CC3CC(CC(C3)C1)C2 (stereo not given)
→ 1, -7, -21, 0.9, 2, 1.1, 1, -4, 1, 1.1
> CCSc1nc2c(c(=O)[nH]1)C(c1ccncc1)C(C(=O)OC(C)C)=C(C)N2 (stereo not given)
→ 1, -6, -11, 1, 6, 0.88, 1.1, -5, 0.9, 1.1
> Clc1ccc(CNc2ccccn2)cc1
→ 1, 13, -11, 0.9, 6, 1.3, 0.9, -3, 0.9, 0.9
> CC(=O)Nc1sc2c(c1C(c1ccccc1)N1CCOCC1)CCCC2 (stereo not given)
→ 1, -3, -1, 0.8, 10, 0.97, 0.9, 1, 1, 1
> C1CCC(c2nn3c(-c4n[nH]c5c4CCC5)nnc3s2)CC1
→ 1, -1, -45, 1, -11, 0.83, 1.1, 1, 4.3*, 1

Five compounds from above, limited to TNAP inh noacc, APP 5'UTR act and PMI act satM6P.
SMILES	TNAP inh noacc	APP 5'UTR act	PMI act satM6P
COC(=O)C(C)NC(=O)C12CC3CC(CC(C3)C1)C2 (stereo not given)	-21	2	1
CCSc1nc2c(c(=O)[nH]1)C(c1ccncc1)C(C(=O)OC(C)C)=C(C)N2 (stereo not given)	-11	6	1.1
Clc1ccc(CNc2ccccn2)cc1	-11	6	0.9
CC(=O)Nc1sc2c(c1C(c1ccccc1)N1CCOCC1)CCCC2 (stereo not given)	-1	10	0.9
C1CCC(c2nn3c(-c4n[nH]c5c4CCC5)nnc3s2)CC1	-45	-11	1.1

The results go on:
Values run as follows: TNAP act hi DEA, FLuc inh counter, TNAP inh noacc, PMI act, APP 5'UTR act, NF-kB expr up, PMI act satM6P, TNAP inh hi DEA, bIAP activator, FLuc act counter
> COc1cccc(COc2cc3ccccc3nc2C)c1
→ 1.1, 0, -7, 1, 17, 1.1, 1, -7, 1, 1
> CCSc1nnc(NC(=O)c2ccccc2)s1
→ 1, 13, -9, 1.1, 66, 1.2, 1.1, -5, 1, 0.9
> CCCS(=O)(=O)N1CCCC(C(=O)NCCN(C)Cc2ccccc2)C1 (stereo not given)
→ 1, 0, -1, 1, nt, 1.1, 1, 2, 1, 1
> CCN1CCN(C(=O)CCN2C(=O)c3ccccc3C2=O)CC1
→ 1.1, 2, -2, 1, -13, 1.6, 0.9, -7, 1.6, 1
> COc1cccc(/C=N/n2c(SC)nnc2-c2ccccc2)c1OC
→ 1.1, -6, 3, 1.2, -10, 1.4, 1, -6, 1, 1.1
> Nc1nnc(CCCCc2cccs2)o1
→ 1, -7, -9, 1, 8, 1, 1, -2, 0.9, 1.1
> CCc1ccc(NC(=O)c2ccc(OC)c([N+](=O)[O-])c2)cc1
→ 1.1, 1, -4, 1.1, -1, 1.4, 1.1, -9, 1, 1
> CCOC(=O)COc1ccc2c3c(c(=O)oc2c1C)CCC3
→ 1, 0, -7, 0.9, 5, 4.8*, 0.9, -4, 1, 1
> O=C(CCc1nnc(CCC2CCCCC2)o1)NCc1ccon1
→ 1.1, -3, -11, 0.9, 5, 1.5, 1, -8, 1, 1

NF-kB expr up: what is marked active above.
SMILES	TNAP act hi DEA	TNAP inh noacc	PMI act	APP 5'UTR act	NF-kB expr up	PMI act satM6P	TNAP inh hi DEA	bIAP activator
CCOC(=O)COc1ccc2c3c(c(=O)oc2c1C)CCC3	1	-7	0.9	5	4.8*	0.9	-4	1

Reprinted at random: 2 entries already listed.
Values run as follows: TNAP act hi DEA, FLuc inh counter, TNAP inh noacc, PMI act, APP 5'UTR act, NF-kB expr up, PMI act satM6P, TNAP inh hi DEA, bIAP activator, FLuc act counter
> COc1cccc(/C=N/n2c(SC)nnc2-c2ccccc2)c1OC
→ 1.1, -6, 3, 1.2, -10, 1.4, 1, -6, 1, 1.1
> CCc1ccc(NC(=O)c2ccc(OC)c([N+](=O)[O-])c2)cc1
→ 1.1, 1, -4, 1.1, -1, 1.4, 1.1, -9, 1, 1
